APOBEC3A inh – blocks human APOBEC3A ssDNA deamination | recombinant A3A, FAM/TAMRA ssDNA deamination fluorescence | P31941 | inhibition, % at 20 µM | 330,000 compounds, 0.41% hits | AID 493011;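 active = at least 40% inhibition at 20 µM here, with at most 30% in a related deaminase screen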;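 note: plate controls were A3A with DMSO for no effect and wells lacking A3A enzyme for full effect; some results filed as inactive read as strong as hits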
mIAP act – increases mouse intestinal alkaline phosphatase activity | muIAP, CDP-Star luminescence, 30 min; active compounds read high; 1 = vehicle-only enzyme signal, 0 = enzyme-free wells | activation factor at 10 µM | 330,000 compounds, 0.24% hits;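 active = activation factor of at least 2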; note: the source names both 10 and 20 µM as test concentration; values of inactives mirror those of a sister screen read the other way
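Assay system: mouse IAP enzyme; Reagent: CDP-Star chemiluminescent phosphatase substrate; Compound: DMSO-dissolved test compounds; Incubation: 30 min, room temperature; Technique: luminescence from enzymatic CDP-Star hydrolysis; Controls: DMSO-only wells and no-enzyme negative control.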
NLRP3 yeast inh – inhibitors of NALP3 inflammasome in yeast | inhibition, % at 10 µM | Yeast reconstituted NLRP3/ASC/caspase-1, beta-gal luminescence, 24 h | 330,000 compounds, 0.39% hits;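 active = inhibition of 50% or more; inactive = inhibition below 50%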;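 note: plate controls were induced DMSO wells for no effect and uninduced yeast grown without galactose for full effect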
MIN6 prolif – induces beta-cell replication in MIN6 cells. MIN6 cells proliferation, ATPlite luminescence, 48 h; cells starved in 0.2% serum; 100% = growth in 10% serum. proliferation, % at 10 µM. 330,000 compounds, 0.29% hits;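 active = compounds whose signal lies at least 3.5 SD above the mean of all wells on their plate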;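 note: 0% = DMSO-treated cells in low-serum medium and 100% = 10% serum control; some compounds called inactive have numbers as strong as hits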
mIAP inh – blocks mouse intestinal alkaline phosphatase; purified mouse IAP, CDP-Star luminescence, 30 min; inhibition, % at 10 µM; 330,000 compounds, 0.2% hits; AID 2806;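 active = inhibition of at least 40% at 10 µM in the primary screen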;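 note: plate controls were DMSO with enzyme for no effect and no enzyme wells for full effect; values of inactives mirror those of a sister screen read the other way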
TIM10 inh – inhibits growth of TIM10 yeast strain. inhibition, % at 10 µM. 330,000 compounds, 1.4% hits. S. cerevisiae TIM10 strain growth, BacTiter-Glo luminescence, 24 h;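 active = inhibition of 40% or more at the single tested concentration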;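 note: wild-type TIM10 isogenic control strain grown at permissive 25 °C; 0% = DMSO yeast wells and 100% = minimal medium wells without yeast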
hIAP block – blocks human intestinal alkaline phosphatase; purified IAP, CDP-Star luminescence, 30 min; 330,000 compounds, 0.12% hits; inhibition, % at 10 µM; P09923;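 active = inhibition reaching a set limit with compound at 10 µM in the primary screen, cut at about 35% in these data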;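 note: plate controls were DMSO wells with enzyme for no effect and no-enzyme buffer wells for full effect; values of inactives mirror those of a sister screen read the other way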
Target sequence (P09923 whole entry, looked up): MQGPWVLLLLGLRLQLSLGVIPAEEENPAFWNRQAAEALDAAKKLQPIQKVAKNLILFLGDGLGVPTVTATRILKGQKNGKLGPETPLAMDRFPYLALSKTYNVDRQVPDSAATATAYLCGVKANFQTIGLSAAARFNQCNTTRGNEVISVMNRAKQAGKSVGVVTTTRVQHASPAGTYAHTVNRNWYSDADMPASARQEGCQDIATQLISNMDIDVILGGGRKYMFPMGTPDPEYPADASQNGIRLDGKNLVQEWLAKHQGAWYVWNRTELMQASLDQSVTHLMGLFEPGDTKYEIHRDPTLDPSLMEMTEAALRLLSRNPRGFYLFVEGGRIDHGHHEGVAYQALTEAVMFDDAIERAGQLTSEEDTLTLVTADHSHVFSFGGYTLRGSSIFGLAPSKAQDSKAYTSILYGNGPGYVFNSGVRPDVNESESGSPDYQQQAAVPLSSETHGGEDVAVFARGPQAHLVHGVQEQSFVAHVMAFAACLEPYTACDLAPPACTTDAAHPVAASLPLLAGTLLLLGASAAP
A3G deaminase – blocks human APOBEC3G single-stranded DNA deamination; 330,000 compounds, 0.28% hits; recombinant A3G, ssDNA deamination FAM/TAMRA fluorescence; inhibition, % at 20 µM; Q9HC16;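 active = inhibition of at least 40% at 20 µM, with no more than 30% in the related APOBEC3A deaminase screen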;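 note: plate controls were DMSO wells with A3G for no effect and wells lacking A3G enzyme for full effect; some compounds called inactive have numbers as strong as hits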
Target sequence (Q9HC16 whole entry, looked up): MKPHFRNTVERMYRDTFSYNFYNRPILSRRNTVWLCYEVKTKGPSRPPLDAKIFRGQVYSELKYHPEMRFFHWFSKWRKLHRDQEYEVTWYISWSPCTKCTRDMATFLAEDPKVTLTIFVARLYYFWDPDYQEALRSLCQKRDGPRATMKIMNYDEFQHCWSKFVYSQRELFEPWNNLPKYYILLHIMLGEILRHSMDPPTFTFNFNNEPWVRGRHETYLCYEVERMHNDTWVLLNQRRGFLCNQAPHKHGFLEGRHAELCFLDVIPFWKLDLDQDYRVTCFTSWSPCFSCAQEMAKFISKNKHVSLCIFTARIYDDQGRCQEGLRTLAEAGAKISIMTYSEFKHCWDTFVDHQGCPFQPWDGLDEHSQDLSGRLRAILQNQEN
tim10-1 inh – inhibits growth of tim10-1 mutant yeast; AID 463190; inhibition, % at 20 µM; 330,000 compounds, 2.2% hits; S. cerevisiae tim10-1 ts strain growth, BacTiter-Glo, 24 h;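 active = inhibition of at least 40%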;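 note: mutant grown at 25 °C; 0% = DMSO wells with yeast and 100% = wells holding no yeast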
The depositor's hits bear a star.

For O=C(CSc1nc2ccccc2s1)N1c2ccccc2Sc2ccccc21 the results were APOBEC3A inh -4, mIAP act 0.93, NLRP3 yeast inh -5, MIN6 prolif -4, mIAP inh 7, TIM10 inh 15, hIAP block 23, A3G deaminase -6 and tim10-1 inh 6.
`CS/C(Nc1cc(Cl)ccc1Cl)=C(/C#N)C(=O)c1ccco1` gave APOBEC3A inh -2, mIAP act 1.1, NLRP3 yeast inh 1, MIN6 prolif -4, mIAP inh -7, TIM10 inh 25, hIAP block -13, A3G deaminase -2 and tim10-1 inh 33.
CC(=O)NC(=O)COC(=O)c1ccc2ncsc2c1 was read as APOBEC3A inh 1, mIAP act 1, NLRP3 yeast inh -7, MIN6 prolif 0, mIAP inh -5, TIM10 inh 6, hIAP block -4, A3G deaminase -1 and tim10-1 inh 8.
Screening O=C(Cc1ccccc1)NNC1CC(=O)N(c2ccc(Br)cc2)C1=O (stereo not drawn) returned APOBEC3A inh -2, mIAP act 1.1, NLRP3 yeast inh -4, MIN6 prolif 0, mIAP inh -12, TIM10 inh -11, hIAP block -7, A3G deaminase 5 and tim10-1 inh 8.
For COc1ccc(-c2cn3cccnc3n2)cc1NC(=O)CC(C)C the results were APOBEC3A inh -3, mIAP act 1, NLRP3 yeast inh -4, MIN6 prolif -2, mIAP inh -3, TIM10 inh 4, hIAP block 17, A3G deaminase -6 and tim10-1 inh 11.
Screening Cc1c(Cl)cccc1NC(=O)c1cccc(OC(F)F)c1 returned APOBEC3A inh 2, mIAP act 0.97, NLRP3 yeast inh 26, MIN6 prolif 0, mIAP inh 3, TIM10 inh 35, hIAP block 2, A3G deaminase -4 and tim10-1 inh 47*.
`COc1cccc2cc(C(=O)C3=C(O)C(=O)N(c4cc(C)on4)C3c3cccs3)oc12` (stereo not drawn) gave APOBEC3A inh -3, mIAP act 0.85, NLRP3 yeast inh 10, MIN6 prolif -2, mIAP inh 15, TIM10 inh 10, hIAP block -21, A3G deaminase -9 and tim10-1 inh 0.
O=C(N/N=C/c1ccccc1)NC1CCCCC1 was read as APOBEC3A inh -7, mIAP act 0.9, NLRP3 yeast inh 13, MIN6 prolif -1, mIAP inh 10, TIM10 inh 7, hIAP block -15, A3G deaminase -10 and tim10-1 inh 19.
`COc1ccc(CN2CCN(S(=O)(=O)c3ccc(NC(C)=O)cc3)CC2)cc1` gave APOBEC3A inh 2, mIAP act 0.95, NLRP3 yeast inh 17, MIN6 prolif -2, mIAP inh 5, TIM10 inh 8, hIAP block -1, A3G deaminase -5 and tim10-1 inh -1.
Screening O=C1C2C(c3ccccc3)C=CC(c3ccccc3)C2C(=O)N1C1CCCCC1 (stereo not drawn) returned APOBEC3A inh -3, mIAP act 1.1, NLRP3 yeast inh 6, MIN6 prolif -2, mIAP inh -12, TIM10 inh -13, hIAP block 9, A3G deaminase -9 and tim10-1 inh 9.
For Cc1ccccc1C(=O)Nc1ccc(N2CCOCC2)nc1 the results were APOBEC3A inh -3, mIAP act 1, NLRP3 yeast inh 1, MIN6 prolif -2, mIAP inh -2, TIM10 inh -19, hIAP block 14, A3G deaminase -8 and tim10-1 inh 18.
For CC1CN(C(=O)c2ccc(Oc3ccccc3)cc2)CC(C)O1 (stereo not drawn) the results were APOBEC3A inh 1, mIAP act 1.1, NLRP3 yeast inh 3, MIN6 prolif -3, mIAP inh -12, TIM10 inh -13, hIAP block -21, A3G deaminase 2 and tim10-1 inh 3.
Screening Cc1cc(N)n(Cc2cccs2)n1 returned APOBEC3A inh 3, mIAP act 1, NLRP3 yeast inh -1, MIN6 prolif 0, mIAP inh -5, TIM10 inh -3, hIAP block -8, A3G deaminase -1 and tim10-1 inh -7.
For O=C(CN(C(=O)C1COc2ccccc2O1)c1ccccc1)NCC1CCCO1 (stereo not drawn) the results were APOBEC3A inh -3, mIAP act 1.1, NLRP3 yeast inh 9, MIN6 prolif -1, mIAP inh -10, TIM10 inh 16, hIAP block -11, A3G deaminase -6 and tim10-1 inh 18.
Screening Cc1ccc(OCCNC(=O)Cn2cnc3c(=O)n(C)c(=O)n(C)c32)cc1C returned APOBEC3A inh 0, mIAP act 1.1, NLRP3 yeast inh 9, MIN6 prolif -1, mIAP inh -7, TIM10 inh -18, hIAP block 2, A3G deaminase 0 and tim10-1 inh 6.

An excerpt from above in order of SMILES length, high to low.
`COc1cccc2cc(C(=O)C3=C(O)C(=O)N(c4cc(C)on4)C3c3cccs3)oc12` (stereo not drawn) gave APOBEC3A inh -3, mIAP act 0.85, NLRP3 yeast inh 10, MIN6 prolif -2, mIAP inh 15, TIM10 inh 10, hIAP block -21, A3G deaminase -9 and tim10-1 inh 0.
For O=C(CSc1nc2ccccc2s1)N1c2ccccc2Sc2ccccc21 the results were APOBEC3A inh -4, mIAP act 0.93, NLRP3 yeast inh -5, MIN6 prolif -4, mIAP inh 7, TIM10 inh 15, hIAP block 23, A3G deaminase -6 and tim10-1 inh 6.
Screening Cc1c(Cl)cccc1NC(=O)c1cccc(OC(F)F)c1 returned APOBEC3A inh 2, mIAP act 0.97, NLRP3 yeast inh 26, MIN6 prolif 0, mIAP inh 3, TIM10 inh 35, hIAP block 2, A3G deaminase -4 and tim10-1 inh 47*.

(next part)
For O=C(NCc1ccncc1)c1cc(-c2ccc(Cl)cc2)oc1C(F)(F)F the results were APOBEC3A inh 1, mIAP act 1, NLRP3 yeast inh 18, MIN6 prolif -3, mIAP inh -4, TIM10 inh 9, hIAP block -31, A3G deaminase 1 and tim10-1 inh 10.
For COc1ccccc1/C=C/C1(C(=O)NC2CCCC2)CC(=O)N1c1ccccc1 (stereo not drawn) the results were APOBEC3A inh 2, mIAP act 1, NLRP3 yeast inh 11, MIN6 prolif -5, mIAP inh -4, TIM10 inh 4, hIAP block 1, A3G deaminase -5 and tim10-1 inh 10.
`O=C(COC(=O)c1cc(Cl)ccc1O)Nc1cc(C(F)(F)F)ccc1N1CCOCC1` gave APOBEC3A inh 5, mIAP act 0.93, NLRP3 yeast inh 16, MIN6 prolif -2, mIAP inh 7, TIM10 inh 19, hIAP block 12, A3G deaminase 0 and tim10-1 inh 22.
Screening CCc1nnc(NC(=O)CN2CCN(Cc3ccccc3C)CC2)s1 returned APOBEC3A inh -3, mIAP act 1.1, NLRP3 yeast inh 9, MIN6 prolif -1, mIAP inh -12, TIM10 inh -2, hIAP block 10, A3G deaminase -6 and tim10-1 inh -11.
Screening O=C(COC(=O)c1cccc(S(=O)(=O)N2CCOCC2)c1)Nc1ccc2c(c1)OCO2 returned APOBEC3A inh 1, mIAP act 1, NLRP3 yeast inh 12, MIN6 prolif 5, mIAP inh -2, TIM10 inh 3, hIAP block 14, A3G deaminase 1 and tim10-1 inh 1.
For Cc1cccc(C)c1OCc1cc(C(=O)NCc2ccc(Cl)s2)no1 the results were APOBEC3A inh -4, mIAP act 0.95, NLRP3 yeast inh 11, MIN6 prolif -4, mIAP inh 5, TIM10 inh 11, hIAP block 34, A3G deaminase -2 and tim10-1 inh 19.
`CCOc1ccccc1CNC(=O)Cn1ccc2cc(S(=O)(=O)N3CCC(C)CC3)ccc21` gave APOBEC3A inh -3, mIAP act 1.6, NLRP3 yeast inh -7, MIN6 prolif -2, mIAP inh -57, TIM10 inh -5, hIAP block -24, A3G deaminase -5 and tim10-1 inh 28.
Screening Cc1ccc(Cl)cc1Nc1nc(-c2sc(NC(=O)C(C)(C)C)nc2C)cs1 returned APOBEC3A inh 1, mIAP act 0.8, NLRP3 yeast inh 13, MIN6 prolif -8, mIAP inh 20, TIM10 inh 8, hIAP block -5, A3G deaminase 6 and tim10-1 inh 9.
`CCOc1ccc(-c2c(C(=O)N/N=C/c3ccccc3)nnn2-c2nonc2N)cc1` gave APOBEC3A inh -1, mIAP act 1, NLRP3 yeast inh 16, MIN6 prolif 1, mIAP inh 0, TIM10 inh -13, hIAP block -6, A3G deaminase -3 and tim10-1 inh 8.
For Cc1ccc(S(=O)(=O)NCCC(=O)N2CCOCC2)cc1C the results were APOBEC3A inh -4, mIAP act 0.96, NLRP3 yeast inh -7, MIN6 prolif -1, mIAP inh 4, TIM10 inh 1, hIAP block 4, A3G deaminase -7 and tim10-1 inh 8.
COc1ccc(Nc2nc(-c3cccs3)cs2)cc1 was read as APOBEC3A inh -2, mIAP act 0.84, NLRP3 yeast inh -5, MIN6 prolif -5, mIAP inh 16, TIM10 inh 16, hIAP block 19, A3G deaminase -3 and tim10-1 inh 24.
`O=C(CC12CC3CC(CC(C3)C1)C2)NCC(c1ccc(F)cc1)N1CCOCC1` (stereo not drawn) gave APOBEC3A inh 0, mIAP act 1.1, NLRP3 yeast inh 13, MIN6 prolif -1, mIAP inh -7, TIM10 inh 8, hIAP block 2, A3G deaminase -3 and tim10-1 inh -6.
CN(Cc1ccsc1)C(=O)CCc1nnc(CCCc2ccccc2)o1 was read as APOBEC3A inh 5, mIAP act 1, NLRP3 yeast inh 8, MIN6 prolif -5, mIAP inh -3, TIM10 inh -11, hIAP block -5, A3G deaminase 7 and tim10-1 inh 3.
`Cc1cnc(NC(=O)Cn2cnc3c2c(=O)n(C)c(=O)n3C)s1` gave APOBEC3A inh 4, mIAP act 0.99, NLRP3 yeast inh 8, MIN6 prolif -5, mIAP inh 1, TIM10 inh 2, hIAP block 0, A3G deaminase -1 and tim10-1 inh -5.
Screening COc1ccc(N(CC(=O)N2CCCCCC2)S(C)(=O)=O)cc1Cl returned APOBEC3A inh -2, mIAP act 1.1, NLRP3 yeast inh 3, MIN6 prolif -1, mIAP inh -14, TIM10 inh -1, hIAP block 7, A3G deaminase -3 and tim10-1 inh 4.
Cc1cccc(NS(=O)(=O)c2cc3c(cc2C)N(C)CCO3)c1 was read as APOBEC3A inh -2, mIAP act 0.95, NLRP3 yeast inh 1, MIN6 prolif 0, mIAP inh 5, TIM10 inh 3, hIAP block 10, A3G deaminase 1 and tim10-1 inh 11.
Screening Cc1ccc(NC(=O)CC(O)(C(F)(F)F)C(F)(F)F)c(Br)c1 returned APOBEC3A inh -3, mIAP act 1, NLRP3 yeast inh 0, MIN6 prolif -1, mIAP inh -1, TIM10 inh 21, hIAP block -1, A3G deaminase -8 and tim10-1 inh 32.
For O=c1cc(O)c2c(=O)n(-c3ccccc3)c3c(c2o1)CCCCCC3 the results were APOBEC3A inh -1, mIAP act 1, NLRP3 yeast inh 11, MIN6 prolif -4, mIAP inh 0, TIM10 inh 15, hIAP block 11, A3G deaminase -2 and tim10-1 inh 10.
`Cc1cc(C)cc(OCC(=O)N/N=C/c2ccco2)c1` gave APOBEC3A inh 3, mIAP act 1.1, NLRP3 yeast inh 23, MIN6 prolif 3, mIAP inh -7, TIM10 inh 8, hIAP block -8, A3G deaminase -5 and tim10-1 inh -5.
Screening O=C(CC1C(=O)NCCN1C(=O)Nc1ccccc1)Nc1cccc(C(F)(F)F)c1 (stereo not drawn) returned APOBEC3A inh 0, mIAP act 1.1, NLRP3 yeast inh 17, MIN6 prolif -5, mIAP inh -7, TIM10 inh 10, hIAP block 4, A3G deaminase -1 and tim10-1 inh 0.
